Source: PubChem (National Center for Advancing Translational Sciences (NCATS))
SNCA expr inh = Primary qHTS assay for inhibitors of alpha-synuclein gene (SNCA) expression. HEK-293 SNCA-luciferase knock-in, luminescence, 24 h. Potency, µM (highest dose often 57.2 µM), for the others: at the top dose activity change, negative = inhibition, hits mostly inhibitors. 0.17% of 140,000 active;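 note: potency is the fitted concentration of half-maximal effect; plate controls were DMSO cells for no effect and cell-free wells for full effect; nearly all actives have a fitted effect of over 45% in size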
IP6K1 inhibitor = Primary qHTS assay for small molecule inhibitors of Inositol hexaphosphate kinase 1 (IP6K1) | IP6K1 kinase, ADP-Glo luminescence, 2 h; active compounds read low | activity change, % (series mostly up to about 58 µM) | 0.81% of 140,000 active; in the data active = activity change below about -25%
Target sequence (Q92551 whole entry, looked up): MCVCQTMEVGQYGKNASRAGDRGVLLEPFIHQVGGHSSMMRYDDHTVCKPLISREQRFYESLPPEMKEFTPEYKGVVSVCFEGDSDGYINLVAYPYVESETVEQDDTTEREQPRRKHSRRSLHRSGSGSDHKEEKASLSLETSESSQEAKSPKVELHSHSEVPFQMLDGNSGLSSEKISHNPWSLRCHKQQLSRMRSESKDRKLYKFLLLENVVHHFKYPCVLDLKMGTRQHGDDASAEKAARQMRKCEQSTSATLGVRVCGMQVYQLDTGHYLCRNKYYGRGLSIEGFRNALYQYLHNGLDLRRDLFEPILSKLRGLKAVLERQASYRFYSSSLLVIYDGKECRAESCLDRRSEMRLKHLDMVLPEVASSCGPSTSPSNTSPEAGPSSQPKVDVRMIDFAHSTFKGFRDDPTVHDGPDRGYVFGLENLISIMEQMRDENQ
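ADP-Glo luminescence measures ADP made by human IP6K1 during a 2 h RT reaction with ATP/IP6 (mix at 1.3 mM/130 uM); top library doses 57.5 and 19.1 uM final.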
GPT2 inh = Primary qHTS assay for inhibitors of Glutamate pyruvate transaminase 2 (GPT2); 0.25% of 100,000 active; Alanine aminotransferase 2 (Homo sapiens), Q8TD30; Potency, µM (titrated, usually from 57.7 µM), for inactives: at the highest dose activity change, negative = inhibition, actives largely listed as inhibitors; Recombinant GPT2, coupled pyruvate oxidase/HRP Amplex Red fluorescence; AID 1671188, 2021; note: potency is the fitted concentration of half-maximal effect; nearly all actives have a fitted effect of over 60% in size; many of its hits are not listed in these tables
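Fluorescence read-out: pyruvate from GPT2 turnover coupled to pyruvate oxidase, HRP and Amplex Red (0.2mM ThPP, 0.2U/mL PO and HRP, 50uM Amplex final). Substrates 250uM a-KG, 2mM L-alanine; enzyme 10ng/uL; 30 min RT.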
NIH3T3 tox = Cytotoxic Profiling in NIH 3T3 Cell Line of Diverse Libraries Using Quantitative High-Throughput Screening. NIH 3T3 viability, CellTiter-Glo ATP luminescence, 48-72 h. Potency, µM (titrated, usually from 96.7 µM), for inactives: top-dose activity change, negative = cytotoxicity, usual class: inhibitors. 4.3% of 94,000 active; note: potency is the fitted concentration of half-maximal effect; nearly all actives have a fitted effect of over 55% in size
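Luminescent ATP readout (CellTiter-Glo, 10 min RT) after 48 or 72 hr compound exposure of NIH 3T3 cells seeded at 400 cells/well in 1536-well format; quantitative HTS.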
HEK293 viab = GF-AFC viability counterscreen for inhibitors of alpha-synuclein gene (SNCA) expression | HEK-293-SNCA-luc viability, GF-AFC fluorescence, 24 h | 0.12% of 150,000 active | AID 1671193, 2021 | Potency, µM (doses to about 57.1 µM), for inactives: top-dose activity change, negative = cytotoxicity, most hits filed as cytotoxic;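 note: potency is the fitted concentration of half-maximal effect; 0% = DMSO-treated cells and -100% = medium-only wells without cells; nearly all actives have a fitted effect of over 30% in size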
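Cytotoxicity counterscreen: after 24 h compound treatment of genome-edited SNCA-luciferase HEK-293 cells, live-cell protease substrate GF-AFC read by fluorescence after 30 min; activity scaled between DMSO (0%) and medium-only (-100%), curves Hill-fitted.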
HEK293 tox = Cytotoxic Profiling in HEK 293 Cell Line of Diverse Libraries Using Quantitative High-Throughput Screening | Potency, µM (highest dose often 115 µM), inactives show at the top dose activity change, negative = cytotoxicity, most hits filed as inhibitors | 6.6% of 94,000 active | HEK 293 viability, ATP luminescence (CellTiter-Glo), 48-72 h; note: potency is the fitted concentration of half-maximal effect; nearly all actives have a fitted effect of over 60% in size
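Pintool-delivered compounds were incubated with HEK 293 cells (250 cells/well) at 37 degree Celsius for 48 or 72 hr. ATP-dependent luminescence (CellTiter-Glo) then reported remaining viable cells.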
FLuc inh = Firefly luciferase inhibition profiling of diverse chemical library using quantitative high-throughput screening; purified P. pyralis luciferase, luminescence, biochemical; Potency, µM (series often up to 115 µM), for inactives: at the highest dose activity change, negative = inhibition, most hits filed as inhibitors; 2.5% of 76,000 active; note: potency is the fitted concentration of half-maximal effect; nearly all actives have a fitted effect of over 65% in size
Target sequence (P08659 whole entry, looked up): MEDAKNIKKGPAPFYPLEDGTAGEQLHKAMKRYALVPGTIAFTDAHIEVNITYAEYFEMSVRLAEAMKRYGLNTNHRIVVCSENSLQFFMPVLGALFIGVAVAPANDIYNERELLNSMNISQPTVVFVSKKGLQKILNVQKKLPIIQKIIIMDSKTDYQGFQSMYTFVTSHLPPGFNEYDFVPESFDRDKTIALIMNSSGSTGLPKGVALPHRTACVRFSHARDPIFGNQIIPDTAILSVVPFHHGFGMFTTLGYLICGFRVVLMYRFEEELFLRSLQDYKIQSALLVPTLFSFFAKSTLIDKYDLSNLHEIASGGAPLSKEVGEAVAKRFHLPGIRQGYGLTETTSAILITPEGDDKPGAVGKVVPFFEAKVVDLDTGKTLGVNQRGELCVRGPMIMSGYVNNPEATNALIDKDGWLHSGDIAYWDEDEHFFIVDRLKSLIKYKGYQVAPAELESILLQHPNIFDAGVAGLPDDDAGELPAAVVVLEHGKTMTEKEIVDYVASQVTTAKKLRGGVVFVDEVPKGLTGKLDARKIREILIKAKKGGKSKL
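Biochemical qHTS: compound (6-point titration) added to 10uM D-luciferin plus 10uM ATP in Tris acetate pH 7.5 buffer with Mg, Tween-20 and BSA, then purified enzyme at 10nM; light output imaged.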
Active calls of the source: *; [ ] = dose if it differs, or a comment. Unless noted, calls come from the whole dose curve; as a rule, active = well fitted curve in the direction sought with a large enough effect; inconclusive = small, poorly fitted or top-dose-only effect, or another doubt; inactive = no such curve, though single readings can be large; an effect the other way counts as inactive or inconclusive. Unless noted, % is set by controls: 0 for no effect and ±100 for the full control effect.

CC(=O)N(C)Cc1ccc(-c2ccccc2)cc1 was read as SNCA expr inh 101%[activator][87.6 µM], IP6K1 inhibitor -4, GPT2 inh 0%[88.5 µM], NIH3T3 tox -24%[138 µM], HEK293 viab 1%[87.6 µM], HEK293 tox inconclusive and FLuc inh inconclusive.
`CC(C)OCCCn1c(SCc2ccccc2C#N)nc2c(sc3ccccc32)c1=O` gave SNCA expr inh -12%, IP6K1 inhibitor -22 and HEK293 viab -1%.
`OCCc1ccccc1` gave SNCA expr inh -56%[25.6 µM], IP6K1 inhibitor -11, GPT2 inh inactive and HEK293 viab -15%[23.9 µM].
`COCCC(=O)N1[C@@H]2CC[C@H]1CC(NC(=O)c1cnc(C)cn1)C2` (stereo partly drawn) gave SNCA expr inh -2%, IP6K1 inhibitor 15, GPT2 inh -9%, NIH3T3 tox -6%, HEK293 viab 13%, HEK293 tox inactive and FLuc inh 1%.
Screening Cn1cccc1C(=O)N1CCC(Cc2nc(C3CC3)n[nH]2)C1 (stereo not drawn) returned SNCA expr inh 2%, IP6K1 inhibitor -5, GPT2 inh 0%, NIH3T3 tox 4%, HEK293 viab 11%, HEK293 tox -26% and FLuc inh 6%.
Screening CC(=O)c1ccc(NC(=O)C2CCCN(S(=O)(=O)c3cn(C)cn3)C2)cc1 (stereo not drawn) returned SNCA expr inh 27%, IP6K1 inhibitor -2 and HEK293 viab 3%.
For Cc1ccc(CN2CCc3oc(C)c(C(=O)N4CCC(C(N)=O)CC4)c3C2)cc1 the results were SNCA expr inh 0%, IP6K1 inhibitor 10, GPT2 inh inconclusive, NIH3T3 tox -31%, HEK293 viab -9%, HEK293 tox -7% and FLuc inh -13%.
For CC1(C)C(=O)NC(=O)N1CC(=O)N[C@H](Cc1ccccn1)C1CC(O)C1 (stereo partly drawn) the results were SNCA expr inh -2%, IP6K1 inhibitor -5, GPT2 inh 5%, NIH3T3 tox -4%, HEK293 viab 5%, HEK293 tox 0% and FLuc inh -10%.
For COc1ccc(Nc2cnc3ccc(N4CCOCC4)nn23)cc1 the results were SNCA expr inh -13%[87.6 µM], IP6K1 inhibitor -20, GPT2 inh -10%[88.5 µM], NIH3T3 tox inconclusive, HEK293 viab 2%[87.6 µM], HEK293 tox inconclusive and FLuc inh 2%[172 µM].
For CN(Cc1cccnc1)c1nc2c(c(=O)[nH]1)CCN(Cc1ccc(F)c(F)c1)CC2 the results were SNCA expr inh -13%, IP6K1 inhibitor 7, GPT2 inh -22%, NIH3T3 tox inconclusive, HEK293 viab -10%, HEK293 tox inconclusive and FLuc inh -3%.
For Cc1cccc(OCc2nc(CC(=O)Nc3ccc(C)cc3C)cs2)c1 the results were SNCA expr inh -5%, IP6K1 inhibitor -3 and HEK293 viab -1%.
For CCNc1cc(N2CCC(CCC(=O)Nc3ccc(C)cc3C)CC2)ncn1 the results were SNCA expr inh inconclusive, IP6K1 inhibitor 16, GPT2 inh inactive, NIH3T3 tox -28%, HEK293 viab 2%, HEK293 tox inconclusive and FLuc inh inconclusive.
CNC(=O)[C@@H]1CN(C(=O)c2ccc(Br)cc2F)C[C@H]1CO was read as SNCA expr inh 7%, IP6K1 inhibitor 22, GPT2 inh 4%, NIH3T3 tox -16%, HEK293 viab 0%, HEK293 tox -1% and FLuc inh -1%.
`Cc1ccc2c(c1)NC(c1cccnc1)=NC(c1ccc(F)cc1)=N2` gave SNCA expr inh 4%, IP6K1 inhibitor -14 and HEK293 viab -9%.
COc1ccc(C2Cn3nnc(C(=O)N4CCN(C(=O)c5c(F)cccc5F)CC4)c3CO2)cc1 (stereo not drawn) was read as SNCA expr inh -22%, IP6K1 inhibitor -15, GPT2 inh inactive, NIH3T3 tox inconclusive, HEK293 viab -9%, HEK293 tox inconclusive and FLuc inh 8%.

Quoted from the listing for reference:
CNC(=O)[C@@H]1CN(C(=O)c2ccc(Br)cc2F)C[C@H]1CO was read as SNCA expr inh 7%, IP6K1 inhibitor 22, GPT2 inh 4%, NIH3T3 tox -16%, HEK293 viab 0%, HEK293 tox -1% and FLuc inh -1%.
`Cc1ccc2c(c1)NC(c1cccnc1)=NC(c1ccc(F)cc1)=N2` gave SNCA expr inh 4%, IP6K1 inhibitor -14 and HEK293 viab -9%.
COc1ccc(C2Cn3nnc(C(=O)N4CCN(C(=O)c5c(F)cccc5F)CC4)c3CO2)cc1 (stereo not drawn) was read as SNCA expr inh -22%, IP6K1 inhibitor -15, GPT2 inh inactive, NIH3T3 tox inconclusive, HEK293 viab -9%, HEK293 tox inconclusive and FLuc inh 8%.

Next part
O=C1[C@@H]2C[C@@H](CN2C(=O)NCc2ccccc2)Oc2ccccc2N1CC1CC1 was read as SNCA expr inh 37%[activator][87.6 µM], IP6K1 inhibitor 3, GPT2 inh -9%[88.5 µM], NIH3T3 tox -1%[138 µM], HEK293 viab -4%[87.6 µM], HEK293 tox 1%[172 µM] and FLuc inh -6%[172 µM].
C=C(F)c1sc(CNCCCNc2cc(=O)c3ccccc3[nH]2)c(C)c1Br was read as IP6K1 inhibitor 11, GPT2 inh 1% and HEK293 viab inconclusive.
For Cn1c(CNC(=O)c2ccc3nccn3c2)nc2cc(C(F)(F)F)ccc21 the results were SNCA expr inh -11%, IP6K1 inhibitor 0, GPT2 inh inconclusive, NIH3T3 tox inconclusive, HEK293 viab -5%, HEK293 tox inconclusive and FLuc inh -9%.
CC(C)OCCCNc1ncnc2c1CN(c1ccc(Cl)cc1)C(=O)CN2C was read as SNCA expr inh -1%, IP6K1 inhibitor 13, GPT2 inh inactive, NIH3T3 tox -27%, HEK293 viab 12%, HEK293 tox -10% and FLuc inh -12%.
For O=C(N[C@H](Cc1ccccc1)C1CC(O)C1)c1cnn(Cc2ccccc2)c1 (stereo partly drawn) the results were SNCA expr inh 32%[activator], IP6K1 inhibitor -9, GPT2 inh inactive, NIH3T3 tox 0%, HEK293 viab 4%, HEK293 tox 2% and FLuc inh -2%.
CCN(CC)CCNC(=O)Cn1ncc2c([nH]c3ccccc32)c1=O was read as SNCA expr inh -8%, IP6K1 inhibitor 0 and HEK293 viab 4%.
Screening Cc1ccccc1CNC(=O)c1ccc(-n2c(C)cc3c2CCCC3)cc1 returned SNCA expr inh -7%, IP6K1 inhibitor 21 and HEK293 viab -9%.
For COc1ccc(C(=O)Nc2nc3c(s2)C[C@@H]2[C@](C)(CO)[C@H](O)CC[C@@]2(C)[C@@H]3CC(=O)N2CCC(C)CC2)cc1 the results were SNCA expr inh -34%, IP6K1 inhibitor -8, GPT2 inh -4%, NIH3T3 tox 18µM*, HEK293 viab inconclusive, HEK293 tox inconclusive and FLuc inh -13%.
For COc1ccc(C(=O)Nc2ccc3c(c2)N(C2CCCC2)C(=O)c2ccccc2S3)cc1OC the results were SNCA expr inh -4%, IP6K1 inhibitor 11 and HEK293 viab -6%.
For CCCc1noc(-c2ccn3c(CNC(=O)Cc4cccc(F)c4)nnc3c2)n1 the results were SNCA expr inh 0%, IP6K1 inhibitor 11, GPT2 inh inactive, NIH3T3 tox -10%, HEK293 viab 11%, HEK293 tox 4% and FLuc inh 1%.
CCOCCCNC(=O)C1CCN(c2cnn(CC3CC3)c(=O)c2)C1 (stereo not drawn) was read as SNCA expr inh 7%, IP6K1 inhibitor 27, GPT2 inh 1%, NIH3T3 tox -13%, HEK293 viab -2%, HEK293 tox -2% and FLuc inh 3%.
For O=C(NCCOc1ccccc1)c1nc2c(o1)CCN(Cc1cccs1)CC2 the results were SNCA expr inh 9%[87.6 µM], IP6K1 inhibitor 14, GPT2 inh -7%[88.5 µM], NIH3T3 tox inconclusive, HEK293 viab 1%[87.6 µM], HEK293 tox inconclusive and FLuc inh inconclusive.
For COCCn1c(=O)c(C(=O)N2CCN(Cc3ccccc3)CC2)nc2cccnc21 the results were SNCA expr inh 13%, IP6K1 inhibitor 9, GPT2 inh -10%, NIH3T3 tox inactive, HEK293 viab 2% and HEK293 tox -3%.
For O=C(CSc1nc2c([nH]c3ccccc32)c(=O)n1-c1ccc(F)cc1)NCc1ccc(F)cc1 the results were SNCA expr inh 17%, IP6K1 inhibitor -12 and HEK293 viab -1%.
For COc1ccc(-c2nnc3n2CCN(C(=O)c2ccc(F)cc2)C3)cc1 the results were SNCA expr inh 4%, IP6K1 inhibitor 14, GPT2 inh -3%, NIH3T3 tox -22%, HEK293 viab 16%, HEK293 tox -10% and FLuc inh 7%.
`CN1Cc2cccn2CC1CNC(=O)c1cccs1` (stereo not drawn) gave SNCA expr inh -7%, IP6K1 inhibitor -5, GPT2 inh -4%, NIH3T3 tox -18%, HEK293 viab -6%, HEK293 tox -6% and FLuc inh -1%.
For COc1cc(NC(=S)N[C@H]2CO[C@H]3[C@@H]2OC[C@@H]3n2nnnc2-c2cccc(OC)c2)cc(OC)c1 the results were SNCA expr inh -23%, IP6K1 inhibitor 2, GPT2 inh 5%, NIH3T3 tox inconclusive, HEK293 viab -2%, HEK293 tox inconclusive and FLuc inh -3%.
COc1ccc(-c2cn3c(n2)sc2cc(C(=O)N4CCCCC4)ccc23)cc1 was read as SNCA expr inh 35%[activator], IP6K1 inhibitor -8 and HEK293 viab inconclusive.
Screening COc1ccccc1CN1CCCC12Cc1ccccc1CNC2=O (stereo not drawn) returned SNCA expr inh 5%, IP6K1 inhibitor -9, GPT2 inh -15%, NIH3T3 tox -12%, HEK293 viab -7% and HEK293 tox -11%.
`CC(=O)c1cccc(NC(=O)C2=CC(c3ccco3)=NS(=O)(=O)N2C)c1` gave SNCA expr inh 42%[activator], IP6K1 inhibitor -12 and HEK293 viab -6%.
For Cc1cccc(C)c1NC(=O)N1CCC2(CC1)SCC(=O)N2Cc1ccccc1 the results were SNCA expr inh -30%, IP6K1 inhibitor 6, GPT2 inh 4%, NIH3T3 tox 1%, HEK293 viab 11%, HEK293 tox inactive and FLuc inh -9%.
Screening CC(C)c1ccccc1OC(=O)NCCc1ccc2ccccc2c1 returned IP6K1 inhibitor -7, GPT2 inh -3% and HEK293 viab inconclusive.
Screening CC1(C(=O)NCCN2CCOCC2)CCCc2cnc(NCc3ccccc3)nc21 (stereo not drawn) returned SNCA expr inh 1%[87.6 µM], IP6K1 inhibitor 2, GPT2 inh -18%[88.5 µM], NIH3T3 tox inconclusive, HEK293 viab 6%[87.6 µM], HEK293 tox -5%[172 µM] and FLuc inh 1%[172 µM].

Not all compounds are listed; the hit share may differ from the screen's.
